Source: PubChem BioAssay (National Center for Advancing Translational Sciences (NCATS))
B2AR arrestin – recruits beta-arrestin to the human beta2-adrenergic receptor; P07550; beta-arrestin recruitment to beta2AR, cell-based reporter; Potency, µM (titrated, usually from 46.1 µM), inactives show at the highest dose activation, hits mostly activators; hit rate 0.02% among 330,000;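 further: potency means the concentration at half of the fitted maximal effect; 0% = DMSO controls and full agonism = EC100 isoproterenol or metaproterenol; nearly all actives have a fitted effect of over 65% in size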
TSG101-PTAP inh – blocks PTAP/TSG101 interaction to inhibit HIV-1 budding. Q99816. Fluorescence polarization, FITC-PTAP peptide / Tsg101 binding. Potency, µM (titrated, usually from 115 µM), inactives show at the highest dose activity change, negative = inhibition, actives largely listed as inhibitors. 340,000 tested, under 10 active. AID 493005; active means well fitted inhibition curve with a large enough effect in the main read-out, with a control signal flat, not every such curve was filed as active; inconclusive means small, poorly fitted or top-dose-only effect, or effect the other way, or a change in a side signal; inactive means no such curve, though single readings can be large or run the other way; further: potency means the concentration at half of the fitted maximal effect; % of control where 0% means no effect
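Tsg101 binding domain (10 uM final) was mixed with compound and a FITC-labeled PTAP peptide (50 nM final) in HEPES pH 7.5 buffer with NaCl, Tween 20, EDTA and TCEP; fluorescence polarization was read after 20 min at r.t.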
Mito fusion act – mitochondrial division inhibition or fusion activation; hit rate 0.23% among 320,000; S. cerevisiae fusion-defective mutant growth rescue, CellTiterGlo 48 h; AID 485298; Potency, µM (highest dose often 46.1 µM), for inactives: top-dose growth rescue (activation), most hits filed as activators;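 further: potency means the concentration at half of the fitted maximal effect; % of control where 0% means no effect; nearly all actives have a fitted effect of over 45% in size; temperature-sensitive fusion mutants such as fzo1-1 at 37 °C on non-fermentable ethanol glycerol medium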
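Read-out: ATP-based luminescence (CellTiterGlo, 10 min ambient) reporting growth of fusion-defective ts yeast after 48 hours at 37C on glycerol/ethanol YPEG medium in the presence of compound.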
TSHR antag – blocks TSH signaling through the human TSH receptor; AID 504810; TSHR-expressing cells, TSH-stimulated cAMP HTRF, 2 h; active compounds read low; hit rate 0.2% among 330,000; activity change, negative = inhibition, % at 11.5 µM;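 active means activity change below a set negative limit, meaning inhibition stronger than a set level, cut at about -70% in these data; inconclusive means activity change between two set negative limits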; further: on the % scale 0 is the no-effect control and ±100 the full control effect
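Inhibition of cAMP made by TSHR-expressing cells under TSH stimulation (4nM final, EC80; 2 h, 37 deg C) is quantified with a one-step lysis HTRF kit, anti-cAMP cryptate versus cAMP-d2.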
USP2a block – inhibitors of human ubiquitin-specific protease USP2a. hit rate 0.01% among 330,000. Potency, µM (doses to about 38.3 µM), for inactives: at the highest dose activity change, negative = inhibition, usual class: inhibitors. USP2 core, Ub-CHOP2 coupled fluorogenic reporter, 485/531;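 further: potency means the concentration at half of the fitted maximal effect; plate controls were DMSO wells for no effect and full inhibition by NEM control for full effect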
Target sequence (O75604 whole entry, looked up): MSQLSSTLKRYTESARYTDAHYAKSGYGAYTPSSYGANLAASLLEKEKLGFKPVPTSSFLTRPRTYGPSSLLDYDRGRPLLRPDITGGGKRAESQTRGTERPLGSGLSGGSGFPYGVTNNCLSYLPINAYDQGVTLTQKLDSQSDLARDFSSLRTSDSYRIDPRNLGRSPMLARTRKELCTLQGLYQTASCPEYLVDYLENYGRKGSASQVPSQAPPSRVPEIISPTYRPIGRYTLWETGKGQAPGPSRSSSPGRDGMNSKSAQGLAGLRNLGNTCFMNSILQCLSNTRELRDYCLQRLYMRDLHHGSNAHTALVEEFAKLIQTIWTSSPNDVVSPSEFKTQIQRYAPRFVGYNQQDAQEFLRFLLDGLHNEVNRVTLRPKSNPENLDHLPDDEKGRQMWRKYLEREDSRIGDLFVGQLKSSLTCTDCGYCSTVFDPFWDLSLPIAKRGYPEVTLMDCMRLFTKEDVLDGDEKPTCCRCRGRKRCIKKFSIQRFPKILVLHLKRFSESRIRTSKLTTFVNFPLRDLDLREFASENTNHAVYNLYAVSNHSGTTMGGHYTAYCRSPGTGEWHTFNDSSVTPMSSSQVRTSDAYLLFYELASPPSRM
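USP2 core (10nM final) preincubated 30min RT with compound in 20mM Tris-HCl pH 8.0, 2mM CaCl2, 2mM beta-mercaptoethanol, 0.05% CHAPS; 25nM Ub-CHOP2 plus 25nM reporter substrate added, fluorescence (Ex485/Em531) read after 60min.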
TCR activator – activates T cell receptor signaling. Potency, µM (highest dose often 9.22 µM), inactives show at the top dose activation of IL-2 secretion, usual class: activators. primary human leukocytes, anti-CD3, IL-2 HTRF, 48 h. 330,000 tested, under 10 active; further: % of control where 0% means no effect
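Primary human leukocytes incubated 48 hr with anti-CD3 beads plus compound, without co-stimulation. Secreted IL-2 measured by HTRF (europium cryptate/d2 anti-IL-2 pair, 320 nm excitation, 665 nm emission).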
Chronic BCR inh – inhibitors of chronic active B-cell receptor signaling; ABC-DLBCL IkBa-CBG/CBR reporter, luminescence ratio, 4 h; AID 493014; Potency, µM (titrated, usually from 46.1 µM), inactives show at the top dose ratio change, negative = lower green/red ratio, hits mostly inhibitors; hit rate 0.05% among 340,000; active means well fitted inhibition curve with a large enough effect in the signal ratio, with a control signal flat, not every such curve was filed as active; inconclusive means small, poorly fitted or top-dose-only effect, or effect the other way, or a change in a side signal; the % refers to the signal ratio;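 further: potency means the concentration at half of the fitted maximal effect; plate controls were basal doxycycline-induced cells for no effect and cells given 10 µM MG132 for full effect; MG132 reads +100%, hits lower the ratio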
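Concentration-response series (up to 46 uM) were applied to TMD8 dual-reporter cells for 4 h at 37C with doxycycline. Green/red ratio, after filter-overlap correction, defined %Activity; red signal alone was normalised to basal cells and zero luminescence.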
ELG1 DNA repair – blocks ELG1-dependent DNA repair in HEK293T cells; HEK293T ELG1-luciferase reporter, luminescence, 16 h; DNA damage induced by 5-fluorouridine; AID 504467; hit rate 2.3% among 330,000; Potency, µM (titrated, usually from 46.1 µM), inactives show top-dose activity change, negative = inhibition, hits mostly inhibitors; further: potency means the concentration at half of the fitted maximal effect; on the % scale 0 is the no-effect control and ±100 the full control effect; nearly all actives have a fitted effect of over 55% in size
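DMSO vehicle served as the neutral condition. Each well held 2,000 cells given 5-fluorouridine plus compound; after 16 hr at 37 °C/5% CO2, ONE-Glo was added and luciferase measured 30 min later.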
Eya2 phos inh – Eya2 (human) phosphatase inhibition; O00167; AID 488837; recombinant Eya2, OMFP fluorescence dephosphorylation (OMFP is methylfluorescein phosphate); hit rate 0.006% among 330,000; Potency, µM (series often up to 76.9 µM), without a hit: top-dose activity, negative = inhibition, usual class: inhibitors; further: potency means the concentration at half of the fitted maximal effect; on the % scale 0 is the no-effect control and ±100 the full control effect
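Eya2 (0.2 uM) preincubated 10 min at ambient with compound, then OMFP substrate added at 50 uM; 10 min reaction in 50 mM HEPES pH 7.5, 50 mM NaCl, 5 uM MgCl2, 0.05% BSA, 1 mM DTT. Fluorescence read at Ex 485/Em 525 nm.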
Tb PFK block – blocks T. brucei phosphofructokinase; T. brucei PFK, ADP-Glo luminescence; Potency, µM (doses to about 57.5 µM), inactives show at the top dose activity, negative = inhibition, hits mostly inhibitors; hit rate 0.17% among 330,000;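 further: potency means the concentration at half of the fitted maximal effect; 0% = uninhibited 1x PFK enzyme wells and -100% = no-enzyme wells; nearly all actives have a fitted effect of over 60% in size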
Target sequence (O15648 whole entry, looked up): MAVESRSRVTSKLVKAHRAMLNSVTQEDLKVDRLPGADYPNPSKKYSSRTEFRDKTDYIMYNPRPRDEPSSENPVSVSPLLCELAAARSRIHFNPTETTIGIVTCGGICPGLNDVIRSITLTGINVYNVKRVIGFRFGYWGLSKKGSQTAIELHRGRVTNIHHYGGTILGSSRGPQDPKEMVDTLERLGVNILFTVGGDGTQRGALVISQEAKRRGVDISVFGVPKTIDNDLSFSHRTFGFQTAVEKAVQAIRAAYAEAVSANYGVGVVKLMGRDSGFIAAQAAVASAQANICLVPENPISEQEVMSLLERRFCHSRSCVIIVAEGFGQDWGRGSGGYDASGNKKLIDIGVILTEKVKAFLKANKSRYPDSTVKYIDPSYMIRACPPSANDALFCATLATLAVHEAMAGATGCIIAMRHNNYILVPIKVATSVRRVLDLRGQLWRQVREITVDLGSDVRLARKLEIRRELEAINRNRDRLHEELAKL
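Luminescent ADP detection (ADP-Glo, two-step: ATP depletion then ADP-to-ATP conversion for luciferase) reported PFK activity after 45 min room-temperature reaction of 1.25 nM enzyme with 0.5 mM F6P and 0.1 mM ATP at pH 8.0.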
uPA surface inh – cell surface uPA generation inhibition; AID 540303; hit rate 0.31% among 330,000; cell surface uPA generation assay, qHTS; Potency, µM (doses to about 38.3 µM), for inactives: at the top dose activity change, negative = inhibition, usual class: inhibitors; active means well fitted inhibition curve with a large enough effect; inconclusive means small, poorly fitted or top-dose-only effect; inactive means no such curve, though single readings can be large or run the other way; tested in mouse RAW 264.7 cells; further: potency means the concentration at half of the fitted maximal effect; on the % scale 0 is the no-effect control and ±100 the full control effect; nearly all actives have a fitted effect of over 55% in size
Starred values were filed as active, the others as inactive; ? = inconclusive; / = not tested or not shown; [ ] = dose if it differs, or a comment. Unless noted, the call rests on the fitted dose curve; in most records, active means well fitted curve in the direction sought with a large enough effect; inconclusive means small, poorly fitted or top-dose-only effect, or another doubt; inactive means no such curve, though single readings can be large; an effect the other way counts as inactive or inconclusive. Not a hit list; any-hit rate near 3%.

molecule	B2AR arrestin	TSG101-PTAP inh	Mito fusion act	TSHR antag	USP2a block	TCR activator	Chronic BCR inh	ELG1 DNA repair	Eya2 phos inh	Tb PFK block	uPA surface inh
COc1ccc(CCNC(=S)NC(=O)c2ccccc2)cc1OC	4.1%	1%	-7%	-1	4%	-2%	?	0%	-3%	1%	/
Cc1ccc(NC(=O)c2ccc(Cl)c(S(=O)(=O)N3CCCCC3)c2)nc1	-0.5%	-12%	-4%	-30	2%	9%	7%	0%	8%	-4%	-8%
Cc1cccnc1Nc1nc(-c2ccccn2)cs1	?	-1%	4%	-5	1%	3%	?	?	-17%	5%	-2%
Cc1ccncc1C(N)=O	-0.9%	2%	-3%	-1	9%	-7%	?	4%	0%	-1%	4%
Cc1ccc(C(=O)CC(C(=O)O)n2cncn2)cc1 (configuration not stated)	0.3%	-4%	1%	4	0%	/	8%	-3%	1%	-3%	2%
Cc1cc(=O)oc2cc(NC(=O)Cc3ccccc3)ccc12	-0.1%	-2%	-3%	14	3%	-9%	0%	?	6%	2%	2%
CCN(CC)S(=O)(=O)c1ccc(C(=O)Nc2nnc(COC)o2)cc1	0.4%	-4%	0%	-6	0%	-6%	1%	-1%	3%	-3%	18%
Cc1ccc(C2c3c(oc4ccccc4c3=O)C(=O)N2CCCN2CCOCC2)o1 (configuration not stated)	-0.1%	-12%	0%	-4	7%	-4%	-8%	17%	-7%	2%	2%
O/N=C/c1ccccc1Oc1ccccc1	0.0%	-5%	-7%	3	0%	-7%	1%	0%	7%	-3%	2%
CC/C(O)=N\S(=O)(=O)c1ccc(N=NN(C)C)cc1	-0.3%	-5%	-1%	-11	1%	8%[46.1 µM]	10%	-1%	-20%	-1%	-2%
COc1cccc(NC(=O)c2oc3ccccc3c2NC(C)=O)c1	0.3%	-5%	2%	4	-4%	4%	?	?	-8%	2%	/
O=C1c2ccccc2NC(c2ccc(O)c(O)c2)N1c1ccccc1Cl (configuration not stated)	-0.1%	-4%	4%	-12	2%	-3%	-1%	11%	-10%	1%	-30%
O=C(CCCc1c[nH]c2ccccc12)N1CCN(c2ccc(N3CCOCC3)nn2)CC1	0.3%	-6%	0%	11	3%	-7%	-1%	-17%	10%	-2%	1%
COc1ccccc1OCCNC(=O)C1CC(=O)N(c2cccc(SC)c2)C1 (configuration not stated)	0.0%	-4%	-4%	1	0%	-2%	-1%	5%	12%	-1%	0%
O=c1c(Sc2ccccc2)c(C(F)(F)F)[nH]n1-c1ccccc1	0.1%	-3%	7%	-41	2%	-5%	?	?	-7%	-1%	0%
O=C(CSc1nccn1-c1cccc(Cl)c1)Nc1ccc2c(c1)OCCO2	0.2%	-1%	3%	-8	-1%	0%	-6%	1%	10%	-3%	-3%
Cc1[nH]c2ccccc2c1C(=O)COc1ccccc1F	-0.4%	-1%	?	-12	0%	29%	?	?	-8%	1%	5%
CCc1ccc2[nH]c(=O)c(CN(CCO)C(=O)NCc3ccccc3)cc2c1	-0.3%	0%	0%	-3	-6%	0%	-4%	4%	-2%	0%	4%
CC1CCCN(CC(=O)Nc2ccc(S(=O)(=O)NC3CCCCC3)cc2)C1 (configuration not stated)	0.2%	3%	4%	14	-4%	-1%	15%	?	-29%	24%	-12%
O=C(NN1C(=O)c2ccccc2NC1c1ccc([N+](=O)[O-])o1)c1ccccc1 (configuration not stated)	-1.6%	-2%	-8%	-9	0%	7%	?	14%	-13%	0%	-11%
N#C/C(=C(/O)CN1CCN(c2ccccc2F)CC1)c1nc(-c2ccc(Cl)cc2)cs1	-0.1%	-22%	4%	0	-7%	-4%	?	-21%	-9%	0%	-15%
O=C(CSc1ccccn1)Nc1nonc1[N+](=O)[O-]	-0.3%	4%	-20%	10	-1%	-2%	?	?	-3%	-21%	?
O=C(C1=C[C@H](c2ccccc2)C[C@H](OCCCCO)O1)N1CCN(Cc2ccccc2)CC1	0.4%	-4%	0%	3	-1%	5%	-1%	-3%	-14%	0%	-13%
CCOC(=O)[C@H]1[C@H]2COc3cc(OC)ccc3[C@@H]2N2C(=O)N(c3ccc(Br)cc3)C(=O)[C@@]12C	-0.9%	/	-9%	-13	-2%	4%	?	-6%	-12%	-6%	-6%
Cc1cccc(C)c1-n1c(=O)n(Cc2ccccc2)c(=O)c2[nH]cnc21	0.2%	4%	-1%	-10	-1%	13%	?	12%	-1%	1%	7%
O=C(Nc1cc(Cl)cc(Cl)c1)N1CCCN(Cc2ccccc2)CC1	-0.8%	1%	16%	6	-5%	2%	?	1%	-4%	-11%	2%
CC[C@@H](C(=O)[C@@H](C)[C@@H](O)[C@H](C)CCc1ccc(C)c(O)c1C(=O)O)[C@H]1O[C@](CC)([C@H]2CC[C@](O)(CC)[C@H](C)O2)C[C@@H]1C	-0.5%	-4%	-28%	-84*	3%	4%	?	?	4%	8%	2%
CCOC(=O)/C(C#N)=C1/CCCCCN1C	0.2%	-9%	3%	4	1%	-8%	7%	7%	-4%	-4%	1%
Cc1ccc(/C=C/c2ccc(=O)n(Cc3ccc(Cl)cc3Cl)n2)cc1	-1.9%	-3%	0%	13	1%	0%	3%	10%	-8%	3%	14%
CN1C(=O)c2ccc(C(=O)Nc3ccc4c(c3)OCO4)cc2C1=O	0.0%	2%	-2%	0	0%	8%	7%	?	2%	-1%	-4%
CC1Cc2ccccc2N1C(=O)COC(=O)CCc1nc2ccccc2c(=O)[nH]1 (configuration not stated)	0.0%	-2%	25%	-7	14%	1%	6%	6%	10%	2%	0%
CC(=O)Nc1ccc(-n2nnnc2SCC(=O)NC2CCCC2)cc1	0.1%	-6%	-11%	-3	1%	7%	-1%	2%	1%	-3%	5%
Cc1ccc(SCC(=O)OCC(=O)NCc2cccs2)cc1C	3.3%	3%	-1%	1	3%	9%	6%	0%	10%	-1%	7%
Cc1ccc(-c2[nH]nc3c2C(c2cccnc2)C(C#N)=C(N)O3)cc1 (configuration not stated)	0.2%	-4%	-5%	-4	-1%	-1%	9%	/	-12%	0%	/
COc1cccc2oc(-c3ccco3)cc(=O)c12	-0.9%	-3%	22%	11	6%	-4%	-10%	?	-2%	-1%	?
COc1ccccc1S(=O)(=O)Cc1ccc(C(=O)NCc2ccco2)o1	-0.3%	-3%	4%	13	1%	0%	0%	?	?	-5%	0%
N#CC1(NC(=O)COC(=O)Cc2n[nH]c(=O)c3ccccc23)CCCCC1	-0.2%	-1%	-1%	3	4%	-4%	-11%	17%	-9%	-8%	1%
CCCCC(C(=O)OCC(=O)c1ccc(OC)cc1)N1C(=O)c2ccccc2C1=O (configuration not stated)	-0.2%	-10%	24%	-18	2%	-6%[46.1 µM]	-18%	-24%	-3%	-2%	-8%
COc1ccc(/C=N/N2CCN(Cc3ccccc3)CC2)cc1	0.2%	-7%	-1%	0	-1%	-6%	-1%	-2%	7%	2%	4%
O=C(Nc1ccccn1)c1ccc2nc(-c3ccccc3)c(-c3ccccc3)nc2c1	-0.1%	/	3%	-9	2%	/	3%	0%	4%	-1%	/
CCN(CC)S(=O)(=O)c1ccc(S(=O)(=O)N2CCN(CCC#N)CC2)cc1	-0.5%	1%	-4%	12	1%	-2%	0%	-2%	1%	5%	5%
CC(=O)Nc1ccc(NC(=O)CCC(=O)Oc2ccc(C)cc2)cc1	0.4%	1%	-7%	-1	-6%	-3%	-2%	-1%	10%	6%	0%
COc1ccc(CC(=O)NNC(=O)CSc2nc(C)c(C)c(=O)[nH]2)cc1	-0.3%	-2%	-12%	2	0%	-2%	-15%	11%	0%	-4%	0%
